# Bioassay records from PubChem.
# FLuc inh: firefly luciferase inhibition | purified firefly luciferase, luminescence, 8 min | Potency, µM (series often up to 57.1 µM), without a hit: top-dose activity change, negative = inhibition, most hits filed as inhibitors | actives 2.2% (n = 72,000) | AID 411; note: potency is the fitted concentration of half-maximal effect; % is set by controls: 0 for no effect and ±100 for the full control effect; nearly all actives have a fitted effect of over 40% in size
#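 Inhibition of light generation by firefly luciferase from ATP and luciferin was profiled with concentration-response curves per sample, ATP held at 10 uM within the enzyme's linear range. Plates were read by luminescence after an 8-minute ambient incubation.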
# TexasRed autofl: compound fluoresces in the Texas Red spectral region. Compound fluorescence, Texas Red channel, 547/618 nm; hits give high values. max dye-equivalent concentration, M. actives 0.06% (n = 59,000). AID 587; in the data active = max dye-equivalent concentration above about 10 nM; inconclusive = between about 1.1 nM and that limit
#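 qHTS profiling of intrinsic compound fluorescence; 100 mM Tris pH 8.0; 15 min RT; ex 547 / em 618 nm; response expressed as Texas Red dye-equivalent concentration from six-point plate standard.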
# ERK AVP block: vasopressin-driven ERK pathway inhibition; HEK293-V1b, vasopressin-stimulated pERK AlphaScreen; Potency, µM (titrated, usually from 57.5 µM), for inactives: at the highest dose activity, negative = inhibition, most hits filed as inhibitors; actives 0.99% (n = 72,000); AID 995; note: potency is the fitted concentration of half-maximal effect; % is set by controls: 0 for no effect and ±100 for the full control effect; nearly all actives have a fitted effect of over 55% in size
#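 HEK293 cells stably expressing V1b receptor, seeded overnight in 1% FBS, were treated with compounds for 30 min at 37C, then stimulated 5 min with 25 nM vasopressin; phospho-ERK read by AlphaScreen SureFire after lysis.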
# Fluorescein fluor: compound fluoresces in the fluorescein spectral region. Compound autofluorescence, 480/540 nm, fluorescein-equivalent; hits give high values. AID 593. max fluorescein-equivalent concentration, M. actives 0.91% (n = 59,000); in the data active = max fluorescein-equivalent concentration above about 10 nM; inconclusive = between about 1.1 nM and that limit
#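 Library compounds, added at multiple concentrations to pH 8.0 Tris buffer (100 mM), incubate 15 min at room temperature before CCD imaging at 480 nm excitation and 540 nm emission.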
# Caspase-7 inhib: blocks human caspase-7 allosterically or competitively; P55210; recombinant caspase-7, Ac-DEVD-AFC fluorescence rate; actives 0.02% (n = 75,000); Potency, µM (series often up to 57.5 µM), for the others: at the top dose activity change, negative = inhibition, hits mostly inhibitors; active = well fitted inhibition curve with a large enough effect in the main read-out, with a control signal flat, not every such curve was filed as active; inconclusive = small, poorly fitted or top-dose-only effect, or a change in a side signal; note: potency is the fitted concentration of half-maximal effect; % of control where 0% means no effect
# Tau filament bind: binds recombinant human tau filaments | P10636 | recombinant tau filaments, thioflavin S fluorescence, 15 h; filaments grown with octadecylsulfate alongside compound | Potency, µM (highest dose often 57.1 µM), without a hit: top-dose activity change, negative = inhibition | actives 2% (n = 71,000);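 note: potency is the fitted concentration of half-maximal effect; % is set by controls: 0 for no effect and ±100 for the full control effect; actives lower thioflavin S fluorescence by blocking filaments or displacing dye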
# Target sequence (P10636 whole entry, looked up): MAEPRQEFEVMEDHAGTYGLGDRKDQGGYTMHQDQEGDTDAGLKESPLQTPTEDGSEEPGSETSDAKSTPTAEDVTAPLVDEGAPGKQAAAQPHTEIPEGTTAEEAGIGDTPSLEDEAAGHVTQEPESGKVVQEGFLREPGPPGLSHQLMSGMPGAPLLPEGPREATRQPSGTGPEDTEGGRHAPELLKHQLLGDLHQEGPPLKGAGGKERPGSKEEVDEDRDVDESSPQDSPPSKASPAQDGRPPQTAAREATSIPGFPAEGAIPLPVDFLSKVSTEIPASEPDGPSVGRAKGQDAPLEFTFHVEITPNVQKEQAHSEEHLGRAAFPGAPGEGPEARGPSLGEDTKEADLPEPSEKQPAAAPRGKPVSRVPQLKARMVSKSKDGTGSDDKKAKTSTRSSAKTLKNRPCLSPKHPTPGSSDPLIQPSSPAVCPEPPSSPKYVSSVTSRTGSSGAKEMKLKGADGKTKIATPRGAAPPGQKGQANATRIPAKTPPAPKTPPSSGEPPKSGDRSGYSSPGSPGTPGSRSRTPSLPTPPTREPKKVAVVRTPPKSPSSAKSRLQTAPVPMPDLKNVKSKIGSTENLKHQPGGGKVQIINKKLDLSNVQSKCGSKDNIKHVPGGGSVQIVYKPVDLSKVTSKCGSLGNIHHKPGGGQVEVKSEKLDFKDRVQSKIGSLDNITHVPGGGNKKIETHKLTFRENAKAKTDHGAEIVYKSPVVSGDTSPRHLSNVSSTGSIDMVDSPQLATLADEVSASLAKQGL
#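 Assay mix: 1 uM His-tagged tau, 30 uM sodium octadecylsulfate, thioflavine S dye in HEPES/NaCl/DTT buffer. Compound is added prior to the inducer. Fluorescence after 15 h at 37 C.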
# Rhodamine autofl: rhodamine region autofluorescence | max dye-equivalent concentration, M | Rhodamine-region fluorescence, 547/598 nm, Tris buffer; hits give high values | actives 0.05% (n = 59,000); in the data active = max dye-equivalent concentration above about 11 nM; inconclusive = between about 1.1 nM and that limit
#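 Compound fluorescence in 100 mM Tris, pH 8.0, read after 15 min at room temperature with 547 nm excitation and 598 nm emission. Output is dye-equivalent concentration from an on-plate rhodamine standard series.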
# HEK293 cAMP ctrl: parental HEK293 cAMP activation (counter-screen); parental HEK293 CNG cAMP sensor, membrane potential fluorescence; actives 2.5% (n = 73,000); AID 938; Potency, µM (top dose mostly 57.1 µM), without a hit: at the highest dose activation, usual class: activators; note: potency is the fitted concentration of half-maximal effect; % of control where 0% means no effect; nearly all actives have a fitted effect of over 55% in size
#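 Counterscreen for endogenous-receptor signalling: CNG-channel HEK 293 cells report cAMP rise by membrane depolarization. After 60 min dye equilibration with 100 uM RO 20-1724, compounds incubated 30 min before bottom-read fluorescence at 590 nm.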
# Casp1 inh: caspase-1 (human) inhibition, allosteric or competitive. P29466. Caspase-1 enzyme, Ac-WEHD-AFC fluorogenic rate. Potency, µM (series often up to 57.5 µM), inactives show at the top dose activity change, negative = inhibition, usual class: inhibitors. actives 0.03% (n = 75,000);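 note: potency is the fitted concentration of half-maximal effect; plate controls were vehicle for no effect and no substrate for full effect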
# Target sequence (P29466 120-297 limits assumed): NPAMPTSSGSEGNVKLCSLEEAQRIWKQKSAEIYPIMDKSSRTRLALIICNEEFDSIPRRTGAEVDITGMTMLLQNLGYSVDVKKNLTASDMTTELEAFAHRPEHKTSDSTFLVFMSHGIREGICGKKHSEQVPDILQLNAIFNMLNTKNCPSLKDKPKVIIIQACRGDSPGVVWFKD
# Target sequence (P29466 317-404 limits assumed): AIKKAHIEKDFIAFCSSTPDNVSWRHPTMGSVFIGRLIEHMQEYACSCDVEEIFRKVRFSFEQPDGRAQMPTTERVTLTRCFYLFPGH
# USP2a inhib: inhibitors of human ubiquitin-specific protease USP2a; AID 927; O75604; actives 0.1% (n = 60,000); Potency, µM (doses to about 38.3 µM), without a hit: top-dose activity change, negative = inhibition, usual class: inhibitors; USP2a enzymatic assay, qHTS inhibition;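 note: potency is the fitted concentration of half-maximal effect; nearly all actives have a fitted effect of over 60% in size; plate controls were DMSO for no effect and NEM full inhibition control for full effect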
#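 Inhibition is measured in a cell-free coupled assay with 20 nM USP2 core, 20 nM Ub-PLA2 and 20 uM NBD C6-HPC, 2.5 h incubation. Activity normalized to NEM control.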
# HADH2 inh: HADH2 (human) dehydrogenase inhibition; recombinant HADH2, NADH fluorescence, beta-hydroxybutyryl-CoA; Q99714; actives 3.4% (n = 73,000); Potency, µM (titrated, usually from 57.1 µM), without a hit: at the top dose activity change, negative = inhibition, hits mostly inhibitors; note: potency is the fitted concentration of half-maximal effect; % is set by controls: 0 for no effect and ±100 for the full control effect; nearly all actives have a fitted effect of over 60% in size; many of its hits are not listed in these tables
#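 Read-out: 360 nm excitation, 450 nm emission, kinetic over 4 min. Conditions: His-tagged human HADH2 20 nM, pH 9.0 Tris with Tween-20, 1 mM NAD+, 90 uM beta-hydroxybutyryl-CoA.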
# * = called active by the depositor; i = inactive; ? = inconclusive; nt = no result given; [ ] = dose if it differs, or a comment. Unless noted, calls come from the whole dose curve; as a rule, active = well fitted curve in the direction sought with a large enough effect; inconclusive = small, poorly fitted or top-dose-only effect, or another doubt; inactive = no such curve, though single readings can be large; an effect the other way counts as inactive or inconclusive.
SMILES,FLuc inh,TexasRed autofl,ERK AVP block,Fluorescein fluor,Caspase-7 inhib,Tau filament bind,Rhodamine autofl,HEK293 cAMP ctrl,Casp1 inh,USP2a inhib,HADH2 inh
NS(=O)(=O)c1ccc(NC(=O)N[C@@H](Cc2ccccc2)C(=O)O)cc1,3%,?,-3%,?,-1%,-11%,i,-1%,-1%,-1%,-5%
CCN(CC)S(=O)(=O)c1ccc(NC2c3ccccc3C(=O)N2CCN2CCOCC2)cc1 (configuration not stated),-8%,nt,-26%,nt,0%,3%,nt,9%,-1%,nt,5%
CCOc1ccc(-n2ccnc2SCC(=O)Nc2nnc(C)s2)cc1,0%,i,24%,i,3%,7%,i,6%,0%,5%,-8%
COc1ccc(-c2nc(-c3ccccc3OC)no2)cc1OC,16µM*,i,-11%,i,-1%,30%,i,?,0%,17%,9%
Cc1cccc(CNc2ccnc(-c3cccnc3)n2)c1,-2%[2.29 µM],i,-21%,i,0%,6%,i,?,1%,10%,?
COc1cc(-c2nnc(CSc3nc4ccccc4s3)o2)cc(OC)c1OC,-2%,i,?,i,-14%,4%,i,32µM*,?,17%,-12%
O=C(c1nc2ncccn2n1)N1CCN(c2ccc(F)cc2)CC1,3%,?,-15%,i,2%,-12%,i,6%,0%,-3%,1%
CCN(CC)C(=O)c1ccc(CS(=O)(=O)c2ccc(OC)cc2)o1,2%,nt,16%,nt,0%,3%,nt,29%,0%,nt,-2%
Cc1ccccc1-c1nnc(-c2ccc(Br)cc2)o1,-1%,i,14%,i,1%,-2%,i,3.2µM*,-2%,-3%,2%
CCN(CC)S(=O)(=O)c1ccc(NC(=O)Cn2c(=O)sc3ccccc32)cc1,2%,?,-8%,i,-1%,15%,i,9%,-4%,32%[activator],-1%
COc1cccc(C(=O)Nc2cccc(-c3nc4ncccc4o3)c2C)c1,0%,nt,-15%,nt,0%,14%,nt,16µM*,-2%,7%,-9%
CCOc1ccc2nc(SCC#N)c(C#N)cc2c1,1%,i,4%,i,-1%,27%,i,12%,-9%,-6%,11%
COc1ccccc1NC(=O)C1=C(C)NC(=O)NC1c1cccc(OC)c1OC (configuration not stated),3%,nt,-9%,nt,2%,15%,nt,?,-2%,7%,2%
COc1ccc(C(c2nnnn2C2CCCC2)N2CCC(C)CC2)c(OC)c1 (configuration not stated),0%,?,9%,i,1%,-2%,i,16µM*,0%,3%,9%
CCOC(=O)c1cnc2nc(NCc3ccc(OC)c(OC)c3)[nH]n2c1=O,0%,i,3%,?,0%,-7%,i,4%,2%,-1%,8%

# Already shown: entries from further up.
SMILES,FLuc inh,TexasRed autofl,ERK AVP block,Fluorescein fluor,Caspase-7 inhib,Tau filament bind,Rhodamine autofl,HEK293 cAMP ctrl,Casp1 inh,USP2a inhib,HADH2 inh
COc1cc(-c2nnc(CSc3nc4ccccc4s3)o2)cc(OC)c1OC,-2%,i,?,i,-14%,4%,i,32µM*,?,17%,-12%
O=C(c1nc2ncccn2n1)N1CCN(c2ccc(F)cc2)CC1,3%,?,-15%,i,2%,-12%,i,6%,0%,-3%,1%
CCN(CC)C(=O)c1ccc(CS(=O)(=O)c2ccc(OC)cc2)o1,2%,nt,16%,nt,0%,3%,nt,29%,0%,nt,-2%
Cc1ccccc1-c1nnc(-c2ccc(Br)cc2)o1,-1%,i,14%,i,1%,-2%,i,3.2µM*,-2%,-3%,2%
CCN(CC)S(=O)(=O)c1ccc(NC(=O)Cn2c(=O)sc3ccccc32)cc1,2%,?,-8%,i,-1%,15%,i,9%,-4%,32%[activator],-1%
COc1cccc(C(=O)Nc2cccc(-c3nc4ncccc4o3)c2C)c1,0%,nt,-15%,nt,0%,14%,nt,16µM*,-2%,7%,-9%
CCOc1ccc2nc(SCC#N)c(C#N)cc2c1,1%,i,4%,i,-1%,27%,i,12%,-9%,-6%,11%
COc1ccccc1NC(=O)C1=C(C)NC(=O)NC1c1cccc(OC)c1OC (configuration not stated),3%,nt,-9%,nt,2%,15%,nt,?,-2%,7%,2%
COc1ccc(C(c2nnnn2C2CCCC2)N2CCC(C)CC2)c(OC)c1 (configuration not stated),0%,?,9%,i,1%,-2%,i,16µM*,0%,3%,9%
CCOC(=O)c1cnc2nc(NCc3ccc(OC)c(OC)c3)[nH]n2c1=O,0%,i,3%,?,0%,-7%,i,4%,2%,-1%,8%

# Additional records
SMILES,FLuc inh,TexasRed autofl,ERK AVP block,Fluorescein fluor,Caspase-7 inhib,Tau filament bind,Rhodamine autofl,HEK293 cAMP ctrl,Casp1 inh,USP2a inhib,HADH2 inh
N#CCCn1c(SCC(=O)c2c[nH]c3ccccc23)nc2ccccc21,-1%,i,-4%,?,-2%,?,i,-8%,-2%,10%,?
O=C(CCCCCN1C(=O)CCC1=O)NCc1ccccc1,1%,?,-8%,i,0%,0%,i,5%,-1%,-8%,-14%
Cc1cc2cc(CCNC(=O)C(C)C)c(=O)[nH]c2cc1C,1%,?,-2%,i,0%,-6%,i,?,-1%,11%,-5%
CCCCCCNC(=O)C(C(=O)OCC)C1CCCCC1 (configuration not stated),1%,nt,10%,nt,-1%,4%,nt,?,-4%,4%,-1%
CCCCC1CCC(/C(N)=N/O)CC1 (configuration not stated),0%,i,?,?,0%,-23%,i,16%,-1%,-17%,0%
c1ccc(-c2nc(CSc3nnc(-c4cccs4)o3)cs2)cc1,1%,i,11%,?,-2%,-10%,i,?,0%,-5%,?
COC(=O)c1[nH]c2cccc(Cl)c2c1NC(=O)CN(C)C1CCCCC1,4%,i,-14%,i,-3%,-4%,i,25%,-2%,23%,2%
Cn1c(=O)c2c(nc(N3CCCC3)n2CC(O)CO)n(C)c1=O (configuration not stated),-34%,i,2%,?,-1%,0%,i,9%,0%,-1%,-8%
O=C(Nn1nnnc1Nc1ccccc1)C12CC3CC(CC(C3)C1)C2,10%,i,-3%,i,0%,8%,i,16%,-1%,-4%,1%
CCCCCn1c(CN2CCCCC2C)nc2c1c(=O)n(C)c(=O)n2C (configuration not stated),0%,i,2%,i,0%,8%,i,26%,2%,5%,6%
O=C(c1ccc(Br)o1)N1CCN(c2ccccn2)CC1,2%,i,-19%,i,0%,11%,i,6%,0%,-2%,4%
CCCCNC(=O)Nc1cc(C(=O)OC)ccc1C,0%,nt,18%,nt,0%,-1%,nt,-3%,0%,0%,2%
COc1ccc(C(=O)N/N=C2/C(=O)c3c(C)cc(C)cc3CC2(C)C)cc1,1%[11.4 µM],i,-15%[11.5 µM],i,-2%[11.5 µM],5µM*,i,7%[11.4 µM],-1%[11.5 µM],nt,18%[11.4 µM]
Cc1ccc(-c2nn(C)c(=O)c3ccccc23)cc1S(=O)(=O)NCCN1CCOCC1,0%,i,25µM*,?,-1%,-8%,i,18%,0%,16%,2%
O=C(Cn1nc(C(F)(F)F)c2c1CCCC2)Nc1ccc2c(c1)OCO2,2%,i,12%,?,nt,-8%,i,10%,-1%,-10%,11%
CC(C)OCCCNS(=O)(=O)c1ccc2c(c1)oc(=O)n2C,1%,nt,-16%,nt,-1%,-9%,nt,7%,-1%,nt,1%
O=C(C1CCCN(S(=O)(=O)c2cccs2)C1)N1CCc2ccccc2C1 (configuration not stated),1%,i,-22%,i,-2%,9%,i,14%,-2%,27%,4%
OCCNc1cc(-n2nc(-c3ccccc3)cc2-c2ccccc2)ncn1,-5%,?,5%,i,-2%,15%,i,-8%,1%,24%,-11%
CCNS(=O)(=O)c1ccc(S(=O)(=O)N(Cc2ccccn2)C2CCCCC2)cc1,1%,i,-4%,i,0%,0%,i,?,-2%,5%,14%
CCn1ncc(C2=NOC(C(=O)Nc3c(C)nn(Cc4ccc(F)cc4)c3C)C2)c1C (configuration not stated),1%,nt,-20%,nt,-1%,8%,nt,7%,?,nt,4%
CCN(Cc1cc2ccccc2[nH]c1=O)C(=O)C1CCCCC1,-3%,i,-20%,i,-2%,1%,i,18%,-5%,12%,-8%
CCCCn1c(SCC(=O)Nc2nnc(C)s2)nnc1-c1ccoc1C,1%,i,-11%,?,-1%,18%,i,11%,0%,3%,8%
Fc1ccccc1N1CCN(Cc2nc(-c3ccc(Cl)cc3Cl)no2)CC1,1%,?,31%[activator],?,-3%,-6%,i,13%,-3%,10%,0%
c1ccc(-c2nn3nnnc3c3ccccc23)cc1,0%,?,-12%,?,2%,136%,i,6%,4%,2%,4%
O=S(=O)(c1ccc(Oc2ccccc2)cc1)N1CCOCC1,0%,i,11%,?,-2%,3%,i,15%,-1%,-2%,0%
COc1ccccc1-c1cc(C(=O)NC(C)c2ccccc2)no1 (configuration not stated),-4%,i,-1%,i,-2%,-3%,i,22%,-1%,-11%,8%

# An excerpt (hit frequency here may not be typical).
